# BAZ2B inh – inhibitors of human BAZ2B bromodomain; AlphaScreen BAZ2B-H3K14Ac peptide displacement; Potency, µM (series often up to 114 µM), inactives show top-dose activity change, negative = inhibition, actives largely listed as inhibitors; 360,000 tested, 4.4% active; AID 504333; further: on the % scale 0 is the no-effect control and ±100 the full control effect; nearly all actives have a fitted effect of over 60% in size
# Target sequence (Q9UIF8 whole entry, looked up): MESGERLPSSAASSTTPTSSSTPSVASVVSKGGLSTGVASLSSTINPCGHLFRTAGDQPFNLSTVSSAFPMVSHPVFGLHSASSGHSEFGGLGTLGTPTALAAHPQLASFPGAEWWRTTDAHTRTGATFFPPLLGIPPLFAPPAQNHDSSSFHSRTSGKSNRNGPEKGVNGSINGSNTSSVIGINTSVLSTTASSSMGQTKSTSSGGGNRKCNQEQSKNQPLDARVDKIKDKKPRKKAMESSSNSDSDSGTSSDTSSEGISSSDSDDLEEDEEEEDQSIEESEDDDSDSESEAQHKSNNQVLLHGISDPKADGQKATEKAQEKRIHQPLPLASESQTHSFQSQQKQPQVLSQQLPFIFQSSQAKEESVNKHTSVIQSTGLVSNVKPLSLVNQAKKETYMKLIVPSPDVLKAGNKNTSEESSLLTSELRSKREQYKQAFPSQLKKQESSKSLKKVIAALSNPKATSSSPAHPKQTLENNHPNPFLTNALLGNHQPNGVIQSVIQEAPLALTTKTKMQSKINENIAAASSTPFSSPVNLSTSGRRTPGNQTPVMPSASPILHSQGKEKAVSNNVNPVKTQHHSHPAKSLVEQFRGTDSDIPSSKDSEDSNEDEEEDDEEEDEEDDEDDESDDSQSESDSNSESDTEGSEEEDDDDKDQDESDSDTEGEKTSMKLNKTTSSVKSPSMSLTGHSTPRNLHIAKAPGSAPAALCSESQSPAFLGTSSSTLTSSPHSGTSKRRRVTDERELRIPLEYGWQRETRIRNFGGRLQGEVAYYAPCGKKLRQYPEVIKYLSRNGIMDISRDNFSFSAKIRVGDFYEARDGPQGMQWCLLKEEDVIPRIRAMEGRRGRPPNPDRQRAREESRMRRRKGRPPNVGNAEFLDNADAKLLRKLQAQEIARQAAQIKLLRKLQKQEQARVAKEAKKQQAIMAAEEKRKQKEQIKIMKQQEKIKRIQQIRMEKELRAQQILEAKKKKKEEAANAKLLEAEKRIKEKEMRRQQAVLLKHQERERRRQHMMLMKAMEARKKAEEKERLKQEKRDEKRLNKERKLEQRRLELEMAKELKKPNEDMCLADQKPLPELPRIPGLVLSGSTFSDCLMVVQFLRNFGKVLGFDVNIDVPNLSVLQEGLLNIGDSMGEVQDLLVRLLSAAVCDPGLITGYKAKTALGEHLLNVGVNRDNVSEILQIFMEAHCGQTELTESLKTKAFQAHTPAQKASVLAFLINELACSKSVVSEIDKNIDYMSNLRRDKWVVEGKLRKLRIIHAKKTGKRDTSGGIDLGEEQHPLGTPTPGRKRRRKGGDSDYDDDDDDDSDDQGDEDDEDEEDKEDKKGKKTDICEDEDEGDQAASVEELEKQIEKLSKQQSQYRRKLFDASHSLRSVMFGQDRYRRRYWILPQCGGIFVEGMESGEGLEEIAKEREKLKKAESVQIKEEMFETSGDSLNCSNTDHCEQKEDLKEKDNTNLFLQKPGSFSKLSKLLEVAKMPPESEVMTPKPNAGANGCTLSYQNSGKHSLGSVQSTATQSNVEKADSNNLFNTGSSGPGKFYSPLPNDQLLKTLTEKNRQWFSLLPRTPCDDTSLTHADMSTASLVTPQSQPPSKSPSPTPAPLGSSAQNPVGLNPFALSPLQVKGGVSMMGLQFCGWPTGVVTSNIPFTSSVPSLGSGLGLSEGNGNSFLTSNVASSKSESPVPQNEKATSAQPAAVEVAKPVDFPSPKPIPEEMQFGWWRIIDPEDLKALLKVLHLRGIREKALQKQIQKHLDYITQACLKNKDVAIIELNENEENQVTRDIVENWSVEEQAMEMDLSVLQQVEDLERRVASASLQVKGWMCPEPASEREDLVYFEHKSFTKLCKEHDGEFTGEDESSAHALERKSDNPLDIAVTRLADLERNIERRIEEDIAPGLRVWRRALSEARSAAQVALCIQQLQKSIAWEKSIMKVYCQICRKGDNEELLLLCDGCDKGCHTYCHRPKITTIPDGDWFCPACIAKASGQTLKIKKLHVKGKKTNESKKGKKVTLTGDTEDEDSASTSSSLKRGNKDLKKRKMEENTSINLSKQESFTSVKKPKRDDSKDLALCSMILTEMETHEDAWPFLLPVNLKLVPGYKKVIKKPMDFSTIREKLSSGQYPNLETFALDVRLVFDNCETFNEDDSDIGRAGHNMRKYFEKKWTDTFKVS
#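 AlphaScreen displacement of biotin-H3(5-23)K14Ac peptide (50 nM final) from BAZ2B (50 nM final) in PBS pH 7.4, 0.01% Tween-20; complex preformed 30 min RT, then compounds (top 110 uM) 30 min RT, beads 20 min dark.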
# APEX1 inh – APE1 (human) endonuclease inhibition; P27695; recombinant APE1, TAMRA/BHQ-2 abasic DNA cleavage fluorescence; Potency, µM (top dose mostly 65.8 µM), inactives show at the top dose activity change, negative = inhibition, hits mostly inhibitors; 350,000 tested, 0.35% active; AID 2517;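 further: plate controls were vehicle for no effect and reference inhibitor for full effect; nearly all actives have a fitted effect of over 55% in size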
#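 Kinetic fluorescence read (525 ex/598 em nm, three reads 60 s apart) of AP-site incision; signal = third minus first read. Enzyme 0.75 nM, dual-labelled THF duplex 50 nM, compound preincubation 15 min RT.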
# POLI inh – inhibitors of human DNA polymerase iota. Q9UNA4. Pol iota fluorescent replication assay, 10 min. Potency, µM (highest dose often 115 µM), inactives show at the top dose activity, negative = inhibition, most hits filed as inhibitors. 390,000 tested, 1% active
#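 Pol iota at 10 nM preincubated 15 min with compounds at room temperature; reaction started with fluorescent substrate, 50 nM final. Fluorescence read kinetically at 0 and 10 min; buffer-only wells as negative control.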
# Pol beta inh – inhibitors of human DNA polymerase beta; P06746; Pol beta primer extension/strand displacement, fluorescence kinetic; Potency, µM (series often up to 114 µM), for inactives: top-dose activity change, negative = inhibition, most hits filed as inhibitors; 340,000 tested, 1.3% active; further: on the % scale 0 is the no-effect control and ±100 the full control effect
#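 Values derive from four-parameter Hill fits of normalized kinetic data: reads at 0 and 10 min following addition of 50 nM substrate to 10 nM Pol beta preincubated 15 min with compound.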
# Pol eta inh – blocks human DNA polymerase eta activity; Q9Y253; recombinant Pol eta, fluorescent DNA replication assay; Potency, µM (highest dose often 114 µM), without a hit: at the highest dose activity change, negative = inhibition, actives largely listed as inhibitors; 390,000 tested, 1.2% active; further: on the % scale 0 is the no-effect control and ±100 the full control effect
#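 Fluorescent replication assay: 50 nM final substrate added after a 15 min room-temperature compound preincubation with 10 nM enzyme. Signal taken at 0 min and again at 10 min.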
# JMJD2A Tudor inh – inhibitors of human JMJD2A Tudor domain. 390,000 tested, 4.4% active. Potency, µM (titrated, usually from 114 µM), for the others: at the top dose activity change, negative = inhibition, hits mostly inhibitors. O75164. AlphaScreen JMJD2A-Tudor / H3K4me3 peptide binding. AID 504339; further: on the % scale 0 is the no-effect control and ±100 the full control effect; nearly all actives have a fitted effect of over 50% in size
# G9a block – inhibitors of human histone lysine methyltransferase G9a | Q96KQ7 | G9a H3K9 monomethylation, AlphaScreen, 2 h | Potency, µM (doses to about 102 µM), for inactives: at the highest dose activity, negative = inhibition, hits mostly inhibitors | 350,000 tested, 8.8% active | AID 504332; further: on the % scale 0 is the no-effect control and ±100 the full control effect; nearly all actives have a fitted effect of over 75% in size
#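 Quantitative HTS format: methyltransferase activity on a biotin-tagged H3K9 peptide is measured by AlphaScreen, using a rabbit anti-monomethyl-H3K9 antibody with streptavidin donor and anti-IgG acceptor beads. Final levels are 20 nM enzyme, 500 nM peptide, 20 uM SAM; 2 h RT.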
# POLK inh – inhibitors of human DNA polymerase kappa. Q9UBT6. AID 588579. Potency, µM (top dose mostly 107 µM), inactives show top-dose activity, negative = inhibition, usual class: inhibitors. purified Pol kappa, fluorescent DNA synthesis assay, 10 min. 400,000 tested, 0.53% active; further: on the % scale 0 is the no-effect control and ±100 the full control effect
#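 10 nM Pol kappa preincubated 15 min at room temperature with compounds, then reaction started with substrate at 50 nM final. Fluorescence read kinetically at 0 and 10 min; buffer-only wells served as negative control.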
# BLM helicase inh – blocks DNA unwinding by human BLM helicase | P54132 | recombinant BLM DNA unwinding, fluorescence dequenching | Potency, µM (titrated, usually from 56.1 µM), for the others: top-dose activity change, negative = inhibition, actives largely listed as inhibitors | 350,000 tested, 0.2% active | AID 2528;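 further: plate controls were vehicle for no effect and no enzyme for full effect; nearly all actives have a fitted effect of over 35% in size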
# An asterisk follows results filed as active; ? = inconclusive; · = not tested or not shown; & = joins results of further samples; [ ] = another dose, or the depositor's remark. The call rests on the fitted dose curve; in most records, active means well fitted curve in the direction sought with a large enough effect; inconclusive means small, poorly fitted or top-dose-only effect, or another doubt; inactive means no such curve, though single readings can be large; an effect the other way counts as inactive or inconclusive. Potency means the concentration at half of the fitted maximal effect. Some of the compounds tested; rates above refer to the full screens.
SMILES,BAZ2B inh,APEX1 inh,POLI inh,Pol beta inh,Pol eta inh,JMJD2A Tudor inh,G9a block,POLK inh,BLM helicase inh
Fc1ccccc1Cn1c2[n+](c3ccc(C(F)(F)F)cc31)CCCCC2,·,-0.2%,-1.2%,33.4%,-10.6%,?,?,-12.7%,2.2%
COc1ccc(NC(=O)c2cc(-c3ccc(C)cc3O)n[nH]2)c(OC)c1,-20.6%,18.6%,112.3%[activator],14.1%,-14.7%,0.3%,18.1%,-4.9%,-3.8%
CN(C)c1ccc(N=Nc2ccccc2C(=O)OCC(=O)N2CCCCCC2)cc1,12.6µM*,4.6%,2.1%,29.3%,-16.5%,28.2µM*,8.91µM*,-6.9%,-5.5%
CCOc1ccc(S(=O)(=O)N2CCN(c3ccc(C)cc3C)CC2)cc1,-4.1%,5.2%,19.5%,?,-24.6%,0.0%,-6.9%[59 µM],-11.8%,-6.6%
O=C(Cn1nc(Cl)nc1Cl)c1ccccc1,-5.1%,2.2%,28.4%,52.5%,-3.9%,?,13.0%,-2.4%,1.4%
CCCc1cc(=O)[nH]c2nnc(SC(C)CC)n12 (stereo not given),-0.5%,·,15.1%,12.2%,-1.1%,0.3%,-34.1%[59 µM],0.9%[60.1 µM],-0.4%
NS(=O)(=O)c1cc2c(cc1Cl)NC(CC1CCCC1)NS2(=O)=O (stereo not given),-17.0%,-5.1%,2.8%,-10.6%,-21.0%,-17.6%,17.0%[12.7 µM],-0.1%,-7.6%
COc1cc(NC(=S)Nc2ccccn2)cc(OC)c1,-9.3%,18.3%,18.8%,23.2%,-17.3%,-13.8%,-9.4%[59 µM],-5.9%,-0.4%
NC(=O)[C@@H]1CCCN1,·,0.9%,·,·,·,·,13.6%[59 µM],-15.6%[60.1 µM],2.0%
COCCNc1nc(-c2cc3ccccc3o2)cs1,?,-2.1%,8.2%,-14.2%,-19.8%,-34.9%,?,-19.3%,2.0%
Cc1ccc(C(=O)NCCOc2ccc(Cl)cc2)cc1,5.5%,-7.9%,17.2%,30.6%,-20.1%,16.8%,11.3%,0.0%,-5.5%
NS(=O)(=O)c1ccc(CCNC(=O)c2ccc(NS(=O)(=O)c3ccc4[nH]c(=O)[nH]c4c3)cc2)cc1,11.0%,2.9%,8.0%,·,-9.3%,-9.3%,9.6%,-9.4%,·
CCCCC(=O)NCCc1cc2c(OC)ccc(OC)c2[nH]c1=O,1.6%,-2.8%,18.5%,16.5%,-3.0%,-13.4%[57.1 µM],11.2%,-15.2%,-0.7%
COc1ccc2cc(S(=O)(=O)N3CCCC3)ccc2c1,37.3%[activator],52.4%[activator],55.5%[activator],27.7%,-17.9%,2.1%,?,-4.6%,-1.4%
Cc1ccc(Nc2nc(N)nc(CSC(=S)N3CCN(c4ccccc4)CC3)n2)cc1,?,-4.9%,9.7%,20.8%,-14.1%,?,35.5µM*,3.5%,-12.3%
C[C@H](CO)N1C[C@H](C)[C@@H](CN(C)C(=O)NC2CCCCC2)Oc2ccc(NC(=O)Cn3cnnn3)cc2C1=O,·,3.4%,15.5%,·,4.6%,-16.6%,·,1.9%,·
CCOc1ccc(NC(=O)N2CCN(C(=O)c3ccco3)CC2)cc1,-16.0%,5.5%,8.4%,0.3%,-10.9%,-14.6%,54.8%[activator],-8.6%,-12.3%
O=C(CCN1C(=O)c2ccccc2C1=O)Nc1ccccc1C(F)(F)F,0.7%,5.0%,-12.7%,-4.7%,7.1%,-9.9%,44.7µM*,4.9%,-6.0%
CCOC(=O)Cc1csc(NC(=S)NC(=O)C(C)(C)C)n1,-3.1%,-5.3%,128.2%[activator],19.1%,-16.8%,8.0%,13.5%[59 µM],-2.5%,-3.7%
Cn1c(SCC(=O)NCc2ccc(F)cc2)ncc(C(=O)Nc2ccccc2)c1=O,-3.2%,20.4%,-25.8%,·,-20.0%,-7.5%,-32.2%,0.9%,·
CCN(CC)C(=O)c1cnn(-c2ccccc2)c1NC(=O)c1ccccc1F,6.0%,-2.7%,19.5%,21.4%,-17.4%,?,18.4%[59 µM],-8.2%,1.1%
COc1ccc(C(=O)Nc2ccc3c(c2)OCCO3)cc1[N+](=O)[O-],-22.8%,2.4%,?,?,-14.9%,-11.1%,-23.5%,-15.9%,-9.3%
CCOC(=O)C(=O)/C(C#N)=C/Nc1ccc(Cl)cc1,-10.0%,23.1%,10.2%,26.0%,3.0%,?,?,-18.3%,-5.9%
CC(C)=C(NC(=O)c1ccccc1)C(=O)N/N=C/c1ccc(O)cc1,-4.5%,-0.5%,3.0%,11.9%,-20.4%,-28.5%,?,-2.3%,-4.1%
O=C(COC(=O)c1ccco1)c1ccccc1,2.7%,60.8%[activator],-2.2%,-6.3%,-1.9%,0.7%,17.5%,-2.3%,0.9%

# Next section; the last 3 above are carried over.
SMILES,BAZ2B inh,APEX1 inh,POLI inh,Pol beta inh,Pol eta inh,JMJD2A Tudor inh,G9a block,POLK inh,BLM helicase inh
CCOC(=O)C(=O)/C(C#N)=C/Nc1ccc(Cl)cc1,-10.0%,23.1%,10.2%,26.0%,3.0%,?,?,-18.3%,-5.9%
CC(C)=C(NC(=O)c1ccccc1)C(=O)N/N=C/c1ccc(O)cc1,-4.5%,-0.5%,3.0%,11.9%,-20.4%,-28.5%,?,-2.3%,-4.1%
O=C(COC(=O)c1ccco1)c1ccccc1,2.7%,60.8%[activator],-2.2%,-6.3%,-1.9%,0.7%,17.5%,-2.3%,0.9%
CC(=O)c1ccc2c(c1)N(CCCN1CCC(CCO)CC1)c1ccccc1S2,3.5%,20.9%,?,·,-14.7%,-35.3%,-9.6%[59 µM],-6.3%,-8.1%[21.4 µM]
CNCc1ccccc1OCC(=O)Nc1ccccc1,11.1%,0.7%,11.0%,4.2%,-2.1%,-6.0%,10.4%[59 µM],-17.4%,-2.6%
COc1ccc(NC(=O)Cn2nnc(-c3ccccc3NC(=O)c3cccs3)n2)cc1,6.9%,-4.1%,16.4%,-2.1%,-9.9%,-7.2%,4.3%[59 µM],-4.6%,-7.6%
CCOc1ccccc1CNC(=O)c1cc2cc(S(=O)(=O)N3CCCCC3)ccc2n1C,2.9%,·,20.3%,4.6%,-12.4%,-16.2%,-3.4%[59 µM],-13.3%[60.1 µM],-2.7%
CC1(C)OC(=O)C(=CNCC(=O)NCC(=O)O)C(=O)O1,?,-5.4%,-3.3%,-24.4%,-8.1%,-24.0%,-23.1%[2.33 µM],-8.0%,0.2%
Cc1ccc2nsnc2c1NC(=O)c1cccnc1Cl,-4.4%,1.9%,28.1%,1.7%,4.3%,-0.3%,8.3%,-12.0%,0.0%
Cc1c(C(=O)Nc2cccc(Cl)c2)cn2c(nc3ccccc32)c1C#N,6.0%,-1.2%,5.9%,20.5%,-8.5%,-6.3%,16.2%[59 µM],-9.5%,-0.5%
CCc1ccc(NC(=O)N(CCCN2CCOCC2)Cc2cccs2)cc1,11.0%,-0.5%,?,9.0%,?,-25.5%,7.7%,-8.8%,3.0%
CC(=O)c1ccccc1NC(=O)COC(=O)C1CCCN1S(=O)(=O)c1ccccc1F (stereo not given),14.1%,0.7%,3.7%,·,-15.3%,2.0%,?,5.1%,·
COc1ccc(NC(=O)N2CCCC2C(=O)NCc2cccs2)cc1 (stereo not given),-0.3%,29.6%,76.2%[activator],40.6%,-3.8%,-8.1%,7.2%,-4.9%,-6.0%
Cc1cccc2sc(NC(=O)CCNS(=O)(=O)c3cccc4nonc34)nc12,-33.2%,-5.7%,-9.2%,-26.8%,2.5%,-33.1%,11.2%[12.7 µM],0.4%,-3.4%
COc1cc2c(c(OC)c1OC)C(c1ccc(O)cc1)CC(=O)O2 (stereo not given),·,-6.3%&-2.2%,3.8%,·,-20.3%,-11.0%,?,-3.0%&-19.1%,-2.8%[75.6 µM]
CCN(CC)c1c([N+](=O)[O-])c(=O)n(CC)c2ccccc12,-22.9%,3.0%,1.9%,3.6%,1.1%,-31.0%,1.4%,8.6%,4.2%
Oc1cccc(NC(=S)Nc2ccccc2)c1,-7.7%,1.3%,12.8%,?,-9.3%,-15.2%,50.1µM*,-0.6%,-4.9%
CCCc1nnc(NC(=O)c2ccc(N3C(=O)C4C5C=CC(C5)C4C3=O)cc2)s1 (stereo not given),-4.1%,5.3%,-5.0%,-7.0%,-3.7%,-11.6%,16.0%,-4.4%,-0.6%
CCOC1OC(=O)C(Cl)=C1Nc1ccc(C)cc1 (stereo not given),5.9%,-0.1%,16.3%,11.8%,-11.4%,2.1%,21.3%,0.1%,-11.5%
O=C(N/C(=C/c1ccc(Cl)cc1)C(=O)N1CCCCC1)c1ccco1,-18.6%,47.2%[activator],-7.5%,-1.3%,-22.3%,-9.0%,18.5%,-0.2%,-5.5%
COc1ccc(NS(=O)(=O)c2ccc(C(=O)NCC3(N4CCOCC4)CCCCC3)cc2)cc1,·,5.7%,62.1%[activator],·,-22.1%,-21.2%,·,-7.7%,·
O=C(O)C1CN(c2ncccc2[N+](=O)[O-])C1,-29.7%,4.3%,44.8%[activator],-1.0%,-24.0%,?,5.3%[59 µM],-0.7%,-11.8%
COC(=O)C1(Cc2ccccc2)NC(c2ccccc2C)C2C(=O)N(c3ccc4c(c3)OCO4)C(=O)C21 (stereo not given),3.8%,-2.9%,-6.9%,3.1%,-4.9%,-29.4%,0.794µM*,-2.0%,-6.2%
O=C(CSc1c2c(nc3ccccc13)CCC2)Nc1ccc(F)cc1,·,·,?,-22.2%,-13.5%,-4.0%,3.1%[59 µM],-13.3%,0.1%
O=C(NNC(=O)C1CCN(c2ncccn2)CC1)c1ccc(Cl)cc1,2.7%,-11.6%,10.0%,-21.2%,-1.1%,-11.1%,12.1%,-15.3%,-3.4%
CCCCNC(=O)CCSc1nc(-c2ccc3c(c2)OCO3)cc(C(F)(F)F)n1,4.6%,·,17.8%,2.9%,-0.1%,5.2%,-2.6%[59 µM],-2.0%,-1.0%

# Limited to JMJD2A Tudor inh and BAZ2B inh, for some of the entries so far:
canonical_smiles	JMJD2A Tudor inh	BAZ2B inh
COc1ccc(NC(=O)Cn2nnc(-c3ccccc3NC(=O)c3cccs3)n2)cc1	-7.2%	6.9%
CCOc1ccccc1CNC(=O)c1cc2cc(S(=O)(=O)N3CCCCC3)ccc2n1C	-16.2%	2.9%
